Screens: PubChem BioAssay, Broad Institute
EZH2 inh: EZH2/PRC2 methyltransferase inhibitors, primary screen, biochemical, DELFIA time-resolved fluorescence, single point | Histone-lysine N-methyltransferase EZH2 (Homo sapiens), Q15910 | PRC2 H3K27 methylation, DELFIA TRF, 1 h | inhibition, % at 12.5 µM | hit rate 0.35% among 57,000 | AID 651548, 2012;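 active = mean inhibition of replicates at least 50% and every single replicate also reaching 50%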;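 note: dimethyl H3K27 on biotinylated H3 21-44 peptide detected by antibody; plate controls were median neutral control wells for no effect and median positive control wells for full effect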
IDH1 R132H inh: inhibitors of IDH1 R132H reductase, primary screen, biochemical, plate reader, single point. Isocitrate dehydrogenase [NADP] cytoplasmic (Homo sapiens), O75874. diaphorase/resazurin fluorescence, 60 min. inhibition, % at 10 µM. hit rate 0.18% among 70,000; in the data active = inhibition above about 34%;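 note: 0% = DMSO and 100% = no enzyme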
Target sequence (O75874 whole entry R132H): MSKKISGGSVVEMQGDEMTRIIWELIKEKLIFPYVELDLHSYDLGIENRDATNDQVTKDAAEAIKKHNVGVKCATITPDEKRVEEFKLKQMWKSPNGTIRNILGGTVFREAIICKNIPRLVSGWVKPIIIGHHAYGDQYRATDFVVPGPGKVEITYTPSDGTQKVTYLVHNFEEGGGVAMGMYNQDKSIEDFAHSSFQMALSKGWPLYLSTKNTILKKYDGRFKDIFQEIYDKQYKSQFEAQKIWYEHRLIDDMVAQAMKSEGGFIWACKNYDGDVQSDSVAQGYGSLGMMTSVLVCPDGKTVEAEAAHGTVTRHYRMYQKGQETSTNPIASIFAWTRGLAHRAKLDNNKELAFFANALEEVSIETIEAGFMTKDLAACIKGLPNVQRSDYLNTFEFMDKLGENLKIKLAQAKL
* marks the source's active call; other numbers are inactive results; x = no result given. A portion of the library; count on the stated rates, not on these rows.

A first look (5 entries):
SMILES	EZH2 inh	IDH1 R132H inh
C[C@@H]1CN([C@H](C)CO)S(=O)(=O)c2ccc(C#CCN(C)C)cc2O[C@@H]1CN(C)S(C)(=O)=O	-4	-0.7
C[C@@H]1CN([C@@H](C)CO)C(=O)Cc2cc(NC(=O)Nc3ccc(F)cc3)ccc2O[C@@H]1CN(C)C(=O)Nc1ccc(F)cc1	x	1.7
COc1ccccc1NC(=O)N(C)C[C@@H]1OCc2cn(nn2)CCCC(=O)N([C@@H](C)CO)C[C@@H]1C	-1	x
CCCNC(=O)N1C[C@@H](C)[C@H](OC)CN(C)C(=O)c2cc(NC(=O)C3CCC3)ccc2OC[C@@H]1C	4	0.2
C[C@@H]1CN([C@H](C)CO)C(=O)Cc2cc(NC(=O)Cc3ccccc3)ccc2O[C@@H]1CN(C)Cc1ccc(C(F)(F)F)cc1	12	x

This part in full, repeating the preview:
SMILES	EZH2 inh	IDH1 R132H inh
C[C@@H]1CN([C@H](C)CO)S(=O)(=O)c2ccc(C#CCN(C)C)cc2O[C@@H]1CN(C)S(C)(=O)=O	-4	-0.7
C[C@@H]1CN([C@@H](C)CO)C(=O)Cc2cc(NC(=O)Nc3ccc(F)cc3)ccc2O[C@@H]1CN(C)C(=O)Nc1ccc(F)cc1	x	1.7
COc1ccccc1NC(=O)N(C)C[C@@H]1OCc2cn(nn2)CCCC(=O)N([C@@H](C)CO)C[C@@H]1C	-1	x
CCCNC(=O)N1C[C@@H](C)[C@H](OC)CN(C)C(=O)c2cc(NC(=O)C3CCC3)ccc2OC[C@@H]1C	4	0.2
C[C@@H]1CN([C@H](C)CO)C(=O)Cc2cc(NC(=O)Cc3ccccc3)ccc2O[C@@H]1CN(C)Cc1ccc(C(F)(F)F)cc1	12	x
CC(C)(C)[C@@H]1C=C(C(=O)N2CCN(Cc3ccccc3)CC2)O[C@H](OCCCCO)C1	-5	x
C[C@@H]1CCCCO[C@@H](CN(C)Cc2ccccc2)[C@@H](C)CN([C@@H](C)CO)C(=O)c2cc(NC(=O)C3CCCCC3)ccc2O1	x	-0.6
C[C@@H]1CN([C@H](C)CO)C(=O)Cc2cc(NC(=O)CCCCCC(=O)Nc3ccccc3N)ccc2O[C@@H]1CN(C)Cc1ccc(-c2ccccc2)cc1	x	-0.3
CN(C)CC(=O)Nc1ccc2c(c1)[C@H]1C[C@@H](CC(=O)NC3CCCC3)O[C@H](CO)[C@H]1O2	16	-0.9
Cc1ccccc1-c1cnc2c(c1)C(=O)N([C@@H](C)CO)C[C@@H](C)[C@H](CN(C)C(=O)c1cccnc1)O2	0	-2.6

Some values from the list:
In EZH2 inh, `COc1ccccc1NC(=O)N(C)C[C@@H]1OCc2cn(nn2)CCCC(=O)N([C@@H](C)CO)C[C@@H]1C` is entered as -1
In EZH2 inh, `CC(C)(C)[C@@H]1C=C(C(=O)N2CCN(Cc3ccccc3)CC2)O[C@H](OCCCCO)C1` is entered as -5
In IDH1 R132H inh, `C[C@@H]1CN([C@H](C)CO)C(=O)Cc2cc(NC(=O)CCCCCC(=O)Nc3ccccc3N)ccc2O[C@@H]1CN(C)Cc1ccc(-c2ccccc2)cc1` is entered as -0.3

(cont.)
SMILES	EZH2 inh	IDH1 R132H inh
C[C@@H]1CN([C@H](C)CO)C(=O)Cc2cc(NC(=O)NC3CCCCC3)ccc2O[C@@H]1CN(C)S(=O)(=O)c1ccccc1	-1	-0.4
C[C@@H]1CN([C@@H](C)CO)C(=O)c2cc(NS(=O)(=O)c3ccc(F)cc3)ccc2O[C@@H]1CN(C)S(=O)(=O)c1ccc(Cl)cc1	x	0.4
O=C(N/N=C/c1cc(Br)cs1)c1ccccc1O	24	x
CO[C@H]1CN(C)C(=O)c2ccc(NC(=O)c3ccc(-c4ccccc4)cc3)cc2OC[C@H](C)NC[C@H]1C	-30	-0.3
C[C@H](CO)N1C[C@H](C)[C@@H](CN(C)Cc2ccc(-c3ccccc3)cc2)Oc2ccc(NC(=O)Nc3ccc(F)cc3)cc2CC1=O	x	1.2
COc1ccc(OC(C)C(=O)Nc2ccc(OC)c(OC)c2)cc1 (stereo unspecified)	2	0.2
CCC(=O)N(C)C[C@@H]1Oc2cc(-c3ccncc3)ccc2S(=O)(=O)N([C@@H](C)CO)C[C@@H]1C	-13	2.6
C[C@@H]1CN([C@H](C)CO)C(=O)c2ccccc2-c2ccccc2CO[C@@H]1CN(C)C(=O)Nc1cccc(C(F)(F)F)c1	-16	-0.2
O=C(N[C@H]1CC[C@H](CCNS(=O)(=O)Cc2ccccc2)O[C@@H]1CO)c1ccc2c(c1)OCO2	-7	-0.3
C[C@@H]1CN([C@@H](C)CO)C(=O)c2cccc(NC(=O)C3CCOCC3)c2O[C@@H]1CN(C)Cc1ccc(-c2ccccc2)cc1	2	x
C[C@H](CO)N1C[C@H](C)[C@H](CN(C)Cc2ccccc2)Oc2ccc(NC(=O)Nc3ccccc3)cc2C1=O	-1	-1.8
C[C@H]1CN([C@@H](C)CO)C(=O)c2cc(NS(C)(=O)=O)ccc2O[C@H]1CN(C)C(=O)Nc1ccccc1	5	0.2
Cc1ccc(NC(=O)c2sc3ncn(CC(=O)Nc4sc5c(c4C#N)CCC5)c(=O)c3c2C)c(C)c1	15	0.4
CO[C@@H]1CN(C)C(=O)c2cc(NS(=O)(=O)c3ccc(Cl)cc3)ccc2OC[C@H](C)N(C)C[C@@H]1C	3	-0.2
CO[C@H]1CN(C)C(=O)c2cc(NC(=O)Cc3ccccc3)ccc2OC[C@H](C)NC[C@@H]1C	2	0.0
Cn1c(SCc2nc(-c3ccc(Br)cc3)no2)nnc1-c1ccco1	-11	-0.1
O=C(O)COc1ccc(Cl)cc1CO	-5	0.9
Cc1ccc(S(=O)(=O)Nc2ccc3c(c2)C(=O)N([C@@H](C)CO)C[C@@H](C)[C@@H](CN(C)C(=O)NC2CCCCC2)O3)cc1	2	-0.3
Cc1noc(C)c1S(=O)(=O)Nc1ccc2c(c1)C(=O)N([C@H](C)CO)C[C@H](C)[C@@H](CN(C)S(C)(=O)=O)OCCCC[C@@H](C)O2	x	-0.6
C[C@@H]1CN([C@@H](C)CO)C(=O)CCCn2cc(nn2)CO[C@H]1CN(C)S(=O)(=O)c1cccs1	x	-0.9
O=C(O)CCCCCC(=O)N/N=C/c1cc(Br)c(O)c(Br)c1	20	x
COc1ccc(CN(C)C[C@H]2Oc3ccc(NC(=O)CCC(F)(F)F)cc3C(=O)N([C@H](C)CO)C[C@H]2C)cc1	x	0.9
Cc1cc(C)c(C)c(OCC(=O)NCc2ccccn2)c1	-12	-0.8
COc1ccc(S(=O)(=O)Nc2cccc3c2O[C@H](CN(C)S(=O)(=O)c2ccc(Cl)cc2)[C@H](C)CN([C@H](C)CO)C3=O)cc1	x	-2.9
COc1ccc(C2CC(c3cccs3)=NN2C(=O)CCC(=O)O)cc1 (stereo unspecified)	13	-0.1
C[C@@H]1CN([C@H](C)CO)C(=O)c2ccccc2-c2ccccc2CO[C@@H]1CN(C)S(=O)(=O)c1ccc(C(F)(F)F)cc1	-13	x
C[C@H]1CCCCO[C@@H](CN(C)C(=O)c2ccccc2)[C@@H](C)CN([C@@H](C)CO)C(=O)c2cc(NS(C)(=O)=O)ccc2O1	1	-5.1
COc1ccccc1CNC(=O)C[C@H]1C[C@@H]2c3cc(NS(C)(=O)=O)ccc3O[C@@H]2[C@H](CO)O1	16	0.0
CC(C)NC(=O)N(C)C[C@H]1Oc2cc(C#C[C@@H](C)O)ccc2S(=O)(=O)N([C@@H](C)CO)C[C@@H]1C	2	x
C[C@@H]1CN([C@H](C)CO)C(=O)c2cc(N(C)C)ccc2O[C@H]1CN(C)Cc1ccncc1	1	0.8
CC(C)NC(=O)N[C@H]1CC[C@@H](CC(=O)NCCCN(C)C)O[C@@H]1CO	-2	1.5
CC(C)CC#Cc1ccc2c(c1)O[C@@H](CN(C)C(=O)Nc1ccccc1F)[C@H](C)CN([C@@H](C)CO)S2(=O)=O	-14	-0.2
COCC#Cc1ccc2c(c1)O[C@@H](CN(C)CC1CCCC1)[C@H](C)CN([C@@H](C)CO)S2(=O)=O	x	-0.2
COc1cccc(-c2cnc3c(c2)C(=O)N([C@@H](C)CO)C[C@H](C)[C@H](CN(C)Cc2ccncc2)O3)c1	x	-0.1
CCCN(C)C[C@@H]1Oc2ncc(-c3cc4ccccc4o3)cc2C(=O)N([C@H](C)CO)C[C@@H]1C	-8	0.4
C[C@@H]1CN([C@H](C)CO)C(=O)c2cc(-c3cccc(F)c3)cnc2O[C@@H]1CN(C)C(=O)C1CCC1	13	-1.1
C[C@H]1CN([C@@H](C)CO)C(=O)c2cccc(NC(=O)C3CCCCC3)c2O[C@@H]1CN(C)Cc1ccc(-c2ccccc2)cc1	x	0.2
C[C@@H]1CN([C@H](C)CO)S(=O)(=O)c2ccc(C3=CCCC3)cc2O[C@@H]1CN(C)S(=O)(=O)c1ccc(F)cc1	-5	-2.0
CCCN(C)C[C@@H]1OCCCC[C@@H](C)Oc2ccc(NS(=O)(=O)c3cn(C)cn3)cc2C(=O)N([C@@H](C)CO)C[C@@H]1C	-6	9.1
CCn1c(SCC(=O)Nc2ccc(F)cc2F)nnc1-c1ccco1	-3	-0.1
CCO[C@@H]1OC(C(=O)Nc2ccccc2)=C[C@H](C)[C@H]1CCCO	-1	x
C[C@H](CO)N1C[C@H](C)[C@H](CN(C)C)Oc2ncc(-c3ccc(F)cc3)cc2C1=O	-1	1.1
Cc1ccccc1S(=O)(=O)NCC[C@@H]1CC[C@@H](NC(=O)C2CCCC2)[C@H](CO)O1	-7	-0.4
Cn1c(CN2CCOCC2)nnc1SCC(=O)N1CCc2ccccc21	-3	0.3
CNC[C@H]1Oc2ccc(NC(=O)NC(C)C)cc2C(=O)N([C@H](C)CO)C[C@@H]1C	2	2.1
CC(C)NC(=O)N(C)C[C@@H]1Oc2c(cccc2N(C)C)C(=O)N([C@@H](C)CO)C[C@H]1C	9	-0.4
COc1ccccc1NC(=O)c1ccc(CSc2nnnn2-c2ccccc2)cc1	11	4.0
COc1cc(NC(=O)Cn2nc(C(F)(F)F)c(Cl)c2C)cc([N+](=O)[O-])c1	11	-0.3
O=C(C[C@@H]1C=C[C@@H](NC(=O)CN2CCOCC2)[C@H](CO)O1)NCCc1ccccc1	4	0.1
C[C@H](CO)N1C[C@H](C)[C@H](CN(C)C(=O)Cc2ccccn2)Oc2ncc(-c3ccc(F)cc3)cc2C1=O	-5	0.1
(listing goes on)
SMILES	EZH2 inh	IDH1 R132H inh
C[C@H]1CN([C@@H](C)CO)C(=O)c2cc(NC(=O)Nc3ccc4c(c3)OCO4)ccc2O[C@@H]1CN(C)C(=O)Nc1ccc2c(c1)OCO2	x	-1.9
C[C@H](CO)N1C[C@H](C)[C@@H](CN(C)S(=O)(=O)c2cccs2)Oc2ccc(NC(=O)C3CC3)cc2CC1=O	x	-4.9
C[C@H](CO)N1C[C@H](C)[C@@H](CN(C)CC2CCCCC2)Oc2ccc(NS(=O)(=O)c3ccc(Cl)cc3)cc2C1=O	9	x
C[C@@H]1CN([C@@H](C)CO)S(=O)(=O)c2ccc(C#Cc3ccccc3)cc2O[C@@H]1CN(C)C	-17	-1.3
CCCNC(=O)N1C[C@@H](C)[C@@H](OC)CN(C)C(=O)c2cc(NC(=O)CCC)ccc2OC[C@H]1C	7	-0.2
C[C@H](CO)N1C[C@H](C)[C@@H](CN(C)C(=O)NC2CCCCC2)Oc2ccc(NS(=O)(=O)c3ccc(F)cc3)cc2C1=O	12	1.6
C[C@@H]1CN([C@@H](C)CO)C(=O)Cc2cc(NC(=O)C3CCCCC3)ccc2O[C@@H]1CN(C)C(=O)NC1CCCCC1	1	1.2
CCN(CC(=O)Nc1ccc(OC)c(Cl)c1)S(=O)(=O)c1ccc2ccccc2c1	33	0.0
O=C(C[C@H]1C[C@H]2c3cc(NC(=O)NC4CCCC4)ccc3O[C@H]2[C@@H](CO)O1)NCCc1ccccc1	0	-1.4
C[C@@H]1CN([C@@H](C)CO)C(=O)Cc2cc(NS(=O)(=O)c3cn(C)cn3)ccc2O[C@@H]1CN(C)Cc1ccc(C(F)(F)F)cc1	-6	0.2
O=C(O)CCCCCCC(=O)N/N=C/CCC1CCCCC1	11	-0.2
C[C@H](CO)N1C[C@H](C)[C@@H](CN(C)S(=O)(=O)c2ccccc2)Oc2ccc(NS(=O)(=O)c3cn(C)cn3)cc2CC1=O	x	-4.6
C[C@H]1CN([C@@H](C)CO)C(=O)CCCn2nncc2CO[C@@H]1CN(C)Cc1ccccc1	x	2.5
C[C@@H]1CCCCO[C@H](CN(C)C(=O)Nc2ccc(F)cc2)[C@H](C)CN([C@@H](C)CO)C(=O)c2cc(NC(=O)CCC(F)(F)F)ccc2O1	x	1.1
O=C(O)c1ccc(-c2ccc3cc(C45CC6CC(CC(C6)C4)C5)c(O)cc3c2)cc1	x	0.7
C[C@@H](O)C#Cc1ccc2c(c1)O[C@@H](CN(C)C(=O)C1CC1)[C@@H](C)CN([C@@H](C)CO)S2(=O)=O	20	0.3
COc1cccc(S(=O)(=O)Nc2ccc3c(c2)[C@H]2C[C@@H](CC(=O)N[C@@H](C)c4ccccc4)O[C@@H](CO)[C@H]2O3)c1	-8	-0.3
Cc1noc(C)c1NC(=O)N[C@H]1CC[C@H](CCNC(=O)C2CC2)O[C@H]1CO	-5	-0.2
CO[C@H]1CN(C)C(=O)c2ccc(NC(=O)c3ccccc3)cc2OC[C@@H](C)N(C(=O)CN(C)C)C[C@H]1C	1	-0.2
C/C=C/c1ccc2c(c1)O[C@@H](CN(C)C(=O)C1CC1)[C@@H](C)CN([C@H](C)CO)S2(=O)=O	9	0.9

Nothing new here: entries from further up.
SMILES	EZH2 inh	IDH1 R132H inh
Cc1noc(C)c1NC(=O)N[C@H]1CC[C@H](CCNC(=O)C2CC2)O[C@H]1CO	-5	-0.2
CO[C@H]1CN(C)C(=O)c2ccc(NC(=O)c3ccccc3)cc2OC[C@@H](C)N(C(=O)CN(C)C)C[C@H]1C	1	-0.2
C/C=C/c1ccc2c(c1)O[C@@H](CN(C)C(=O)C1CC1)[C@@H](C)CN([C@H](C)CO)S2(=O)=O	9	0.9
